# From PubChem BioAssay
# D2 ag: D2 dopamine receptor (human) agonism | HEK293 T-REx D2 cells, calcium flux agonist mode | AID 485358 | activation, % at 2 µM | hit rate 0.53% among 340,000 | P14416;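 active = activation over 3 SD above normal in the single-dose calcium agonist read, cut at about 30% in these data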; note: 0% is about no effect
#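 Agonism scored from kinetic calcium signal (1 read/sec, 180 s) following compound pin transfer, after a 10 s baseline. Cells: HEK293 Trex line expressing inducible D2 receptor coupled to calcium, dye-loaded after overnight culture at 30 C.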
# RGS4 inh: inhibitors of human regulator of G protein signaling 4; P49798; Transcreener GDP fluorescence polarization, RGS4-accelerated GTP hydrolysis; Potency, µM (series often up to 114 µM), without a hit: top-dose activity change, negative = inhibition, hits mostly inhibitors; hit rate 0.039% among 390,000; AID 504845; note: potency is the fitted concentration of half-maximal effect; % is set by controls: 0 for no effect and ±100 for the full control effect; nearly all actives have a fitted effect of over 75% in size; some results filed as inactive show a strong effect at the top dose
#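 MLSMR compounds (23 nl, pin-transferred) preincubated 10 min at room temperature with a 500nM (2x) first reagent, then RGS4 at 900nM (2x) plus Transcreener GDP mix added; fluorescence polarization (620/688 nm) read before and after 90 min at 30 °C.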
# D2 antagonist: antagonizes the human D2 dopamine receptor | hit rate 2% among 340,000 | AID 485344 | HEK293 TREx D2 cells, calcium flux, dopamine EC80 | inhibition, % at 10 µM; in the data active = inhibition above about 30%; note: 0% is about no effect
#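 Compounds are added to dye-loaded, induced HEK293 T-REx cells coupled to calcium release via D2; after a 3 min kinetic read an EC80 dopamine stimulus is given and fluorescence is recorded for 3 more min.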
# 12-LOX inh: blocks human arachidonate 12S-lipoxygenase. P18054. purified 12hLO, xylenol orange hydroperoxide absorbance. Potency, µM (titrated, usually from 108 µM), inactives show top-dose activity change, negative = inhibition, most hits filed as inhibitors. hit rate 1.1% among 580,000. AID 1671190; note: potency is the fitted concentration of half-maximal effect; % is set by controls: 0 for no effect and ±100 for the full control effect
#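 Purified human 12hLO at 150 nM in 25 mM Hepes, 0.01% Triton X-100, pH 7.0, preincubated 15 min at room temperature with compound. Reaction started with 40 uM arachidonic acid, 30 min at room temperature. Hydroperoxide measured by Fe-xylenol orange, 573/405 nm absorbance ratio.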
# ERG-DNA inh: blocks human ERG Ets domain binding to DNA | AID 624246 | Potency, µM (titrated, usually from 76.9 µM), without a hit: top-dose FP activity, negative = inhibition, hits mostly inhibitors | hit rate 0.028% among 370,000 | fluorescence polarization, His-ERG Ets domain / labelled DNA | P11308; active = well fitted inhibition curve with a large enough effect in the polarisation, with a control signal flat; inconclusive = small, poorly fitted or top-dose-only effect, or effect the other way, or a change in a side signal; inactive = no such curve, though single readings can be large or run the other way; the % refers to the polarisation;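 note: polarization taken with two DNA probes labelled with fluorescein and Texas red; potency is the fitted concentration of half-maximal effect; % of control where 0% means no effect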
# Target sequence (P11308 whole entry, looked up, the tested form may be a part): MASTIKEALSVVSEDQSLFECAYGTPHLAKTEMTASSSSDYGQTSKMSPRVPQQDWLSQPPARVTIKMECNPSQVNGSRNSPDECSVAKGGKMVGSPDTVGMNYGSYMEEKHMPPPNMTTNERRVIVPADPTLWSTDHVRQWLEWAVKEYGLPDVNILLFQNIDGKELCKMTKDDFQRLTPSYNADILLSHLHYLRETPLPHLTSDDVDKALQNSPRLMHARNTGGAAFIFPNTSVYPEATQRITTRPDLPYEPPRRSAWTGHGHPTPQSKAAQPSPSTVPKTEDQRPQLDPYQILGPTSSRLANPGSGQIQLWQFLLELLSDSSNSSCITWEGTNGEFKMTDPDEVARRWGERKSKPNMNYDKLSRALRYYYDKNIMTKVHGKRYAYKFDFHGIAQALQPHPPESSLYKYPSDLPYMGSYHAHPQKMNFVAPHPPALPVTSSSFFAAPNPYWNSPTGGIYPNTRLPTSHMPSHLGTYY
#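 His-tagged ERG Ets domain (1 uM in the protein solution; 300mM KCl, 50mM Tris-HCl, 1mM EDTA, 1mM DTT, pH 7.5) received compound, then a probe mix of 5 nM fluorescein-DNA and 100nM Texas-615-DNA. Fluorescence polarization was read for both dyes.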
# Vif-APOBEC3G blk: Vif-A3G binding inhibition; Q9HC16; HeLa A3G-eYFP + Vif (tagged APOBEC3G with the HIV-1 protein that degrades it), YFP fluorescence, overnight; Potency, µM (highest dose often 46.1 µM), inactives show top-dose activity, negative = active, most hits filed as inhibitors; hit rate 0.076% among 410,000; AID 602310;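 note: potency is the fitted concentration of half-maximal effect; % is set by controls: 0 for no effect and ±100 for the full control effect; nearly all actives have a fitted effect of over 60% in size; hits raise eYFP signal because A3G escapes Vif-driven loss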
# Target sequence (Q9HC16 whole entry, looked up): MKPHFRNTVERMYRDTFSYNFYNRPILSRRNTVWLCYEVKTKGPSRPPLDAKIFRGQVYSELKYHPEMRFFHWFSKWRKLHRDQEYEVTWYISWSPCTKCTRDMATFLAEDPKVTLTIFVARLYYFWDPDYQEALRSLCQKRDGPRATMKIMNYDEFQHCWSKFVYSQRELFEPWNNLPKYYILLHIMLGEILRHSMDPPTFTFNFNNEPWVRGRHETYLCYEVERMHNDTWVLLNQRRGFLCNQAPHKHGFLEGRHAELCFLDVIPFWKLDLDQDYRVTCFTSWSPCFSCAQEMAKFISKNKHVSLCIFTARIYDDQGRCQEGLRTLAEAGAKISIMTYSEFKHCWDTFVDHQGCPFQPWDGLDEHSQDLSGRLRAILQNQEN
#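 Read-out is eYFP fluorescence (Ex 488/Em 500-530) from Vif-expressing HeLa A3G-eYFP cells; more signal means A3G escaped Vif-mediated degradation. Cells plated overnight, compound pinned in, incubated overnight at 37 deg C.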
# Vif-APOBEC3F blk: blocks the Vif interaction with APOBEC3F | hit rate 0.2% among 390,000 | HeLa A3F-eYFP + Vif (tagged APOBEC3F with the HIV-1 protein that degrades it), YFP fluorescence increase | Potency, µM (top dose mostly 46.1 µM), inactives show top-dose activity, negative = active; note: potency is the fitted concentration of half-maximal effect; % of control where 0% means no effect; nearly all actives have a fitted effect of over 65% in size
#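 Fluorescence increase (Ex 488/Em 500-530) after overnight compound treatment at 37 deg C flags inhibition of Vif-driven A3F-eYFP loss in stable HeLa A3F-eYFP/Vif cells seeded overnight beforehand.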
# LDHA block: blocks human lactate dehydrogenase A | P00338 | purified LDHA, NADH/diaphorase-resazurin fluorescence; active compounds read low | activity change, % (values are at about 110 or 230 µM) | hit rate 0.15% among 480,000 | AID 1347041; in the data active = activity change below about -30%; inconclusive = mostly about -25% to -30%;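 note: plate controls were DMSO wells for no effect and wells without enzyme for full effect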
#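 Enzyme activity of human lactate dehydrogenase 5 (2 nM; 0.06 mM NADH, 0.2 mM pyruvate, 5 min, RT) is measured via a resazurin/diaphorase fluorescence readout of residual NADH.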
# GRP78 ERSR act: induces the endoplasmic reticulum stress response in human glioma cells | U87-MG GRP78 promoter luciferase reporter, 16 h | Potency, µM, without a hit: top-dose activation, most hits filed as activators | hit rate 0.02% among 420,000; note: potency is the fitted concentration of half-maximal effect; series mostly up to about 76 µM; % of control where 0% means no effect; nearly all actives have a fitted effect of over 35% in size
#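 Stably transfected U87-MG human glioma cells carrying a GRP78-based luminescent sensor were seeded at 1000 cells/well, pin-dosed with compounds and incubated 16 h. Luciferase reagent was then added, and end-point luminescence was read after 10 min at room temperature.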
# * marks the source's active call; other numbers are inactive results; u = inconclusive; x = no result given; & = joins results of further samples; [ ] = another dose, or the depositor's remark. Unless noted, calls come from the whole dose curve; as a rule, active = well fitted curve in the direction sought with a large enough effect; inconclusive = small, poorly fitted or top-dose-only effect, or another doubt; inactive = no such curve, though single readings can be large; an effect the other way counts as inactive or inconclusive.
SMILES,D2 ag,RGS4 inh,D2 antagonist,12-LOX inh,ERG-DNA inh,Vif-APOBEC3G blk,Vif-APOBEC3F blk,LDHA block,GRP78 ERSR act
C=CCN1C(=O)C(C(C)CC)NC1=S (centres undefined),-0.2,37%,4,4%,2%,-5%,-3%,-3,-3%
Cc1nn2c(=O)cc(COC(=O)c3ccc(NC(=O)COc4ccc(C)c(C)c4)cc3)nc2s1,x,-4%,x,-18%,-2%,0%,1%,7,-1%
Cc1n[nH]c(C)c1N1C(=O)c2cccc3c(N4CCCCCC4)ccc(c23)C1=O,84*,-8%,20,-4%,u,u,u,3,0%
C=C(C)Cn1c(CCCNC(=O)CC)nc2ccccc21,0.5,-6%,-4,16%,4%,3%,7%,1,-2%
CCOc1ccccc1/C=C/C(=O)NCC(=O)N1CCC(N(C)C2CCCCC2C)CC1 (centres undefined),-0.5,21%,9,2%,-8%,3%,-3%,-8,-2%
Cc1csc(NC(=O)CCCc2cccs2)n1,0.0,31%,-11,3%,1%,1%,-1%,-11,1%
Cc1ccc(N2C(=O)CSC23C(=O)N(CC(=O)NCc2ccccc2)c2ccccc23)cc1 (centres undefined),0.1,32%,x,-2%,7%,-1%,2%,-6,-2%
Oc1ccccc1-c1nc(NCc2cccnc2)c2ccccc2n1,-0.9,28%[11.4 µM],-5,-13%,19%,-1%,u,-6,-5%
COc1ccccc1CNC(=O)C1CCN(S(=O)(=O)c2ccc3[nH]c(=O)ccc3c2)CC1,-0.2,-18%,x,0%,0%,-2%,0%,-2,-5%
O=C(c1cccc(Cl)c1)N1CCC(=O)N(C(CO)Cc2ccccc2)CC1 (centres undefined),x,-1%,x,-2%,3%,0%,0%,-3,-4%
Cc1ccc(NC(=O)Cn2c(=O)n(Cc3ccc4c(c3)OCO4)c(=O)c3ccccc32)cc1,0.1,20%,x,-25%,2%,-24%,-17%,-1,-2%
O=C(CSc1nc(=O)n(CCCN2CCOCC2)c2c1CCCC2)Nc1ccc(Cl)cc1,-1.0,-5%,-13,-17%,-3%,-3%,3%,-4,2%
Cc1cc(C)cc(OCC(O)CN2CC(C)OC(C)C2)c1 (centres undefined),-0.8,16%,0,32%,6%,2%,-3%,-8,0%
CCOc1cccc(C2C(C(=O)c3ccc(C)o3)=C(O)C(=O)N2Cc2ccccc2)c1 (centres undefined),x,6%,x,u,11%,0%,-1%,0,-4%
CCC12CN3CC(CC)(CN(C1)C3c1ccccc1Cl)C2O (centres undefined),-0.8,2%,15,0%,-1%,2%,1%,-4,-1%
Cc1ccc(/C(N)=N/OC(=O)N2CCOCC2)cc1,0.4,4%,-20,21%,x,-6%,-6%,-3,7%
COc1ccc2c(C)cc(N3CCN(Cc4ccccc4)CC3)nc2c1,0.3,14%,0,-27%,-3%,1%,-1%,-5,-2%
COc1ccc(-c2ccc(C(=O)NCC(C)C)c3occc23)c(C)c1,x,x,x,-9%,x,-2%,x,-6,0%
Cc1ccc(N(CC(=O)Nc2c(C)cccc2C)S(C)(=O)=O)cc1,0.3,-16%,-1,2%&2%,8%,0%,12%,0&12,-4%
Cc1cc(-c2ccc(Cl)cc2)n2nc(N)nc2n1,0.1,-4%,-3,0%,-2%,-6%,-9%,-2,0%

# Laid out differently: results already given
molecule | D2 ag | RGS4 inh | D2 antagonist | 12-LOX inh | ERG-DNA inh | Vif-APOBEC3G blk | Vif-APOBEC3F blk | LDHA block | GRP78 ERSR act
Cc1cc(C)cc(OCC(O)CN2CC(C)OC(C)C2)c1 (centres undefined) | -0.8 | 16% | 0 | 32% | 6% | 2% | -3% | -8 | 0%
CCOc1cccc(C2C(C(=O)c3ccc(C)o3)=C(O)C(=O)N2Cc2ccccc2)c1 (centres undefined) | x | 6% | x | u | 11% | 0% | -1% | 0 | -4%
CCC12CN3CC(CC)(CN(C1)C3c1ccccc1Cl)C2O (centres undefined) | -0.8 | 2% | 15 | 0% | -1% | 2% | 1% | -4 | -1%
Cc1ccc(/C(N)=N/OC(=O)N2CCOCC2)cc1 | 0.4 | 4% | -20 | 21% | x | -6% | -6% | -3 | 7%
COc1ccc2c(C)cc(N3CCN(Cc4ccccc4)CC3)nc2c1 | 0.3 | 14% | 0 | -27% | -3% | 1% | -1% | -5 | -2%
COc1ccc(-c2ccc(C(=O)NCC(C)C)c3occc23)c(C)c1 | x | x | x | -9% | x | -2% | x | -6 | 0%
Cc1ccc(N(CC(=O)Nc2c(C)cccc2C)S(C)(=O)=O)cc1 | 0.3 | -16% | -1 | 2%&2% | 8% | 0% | 12% | 0&12 | -4%

# The listing continues.
SMILES,D2 ag,RGS4 inh,D2 antagonist,12-LOX inh,ERG-DNA inh,Vif-APOBEC3G blk,Vif-APOBEC3F blk,LDHA block,GRP78 ERSR act
O=[N+]([O-])c1cccc(CSC2=NCCN2S(=O)(=O)c2ccccc2)c1,-0.4,-10%,-6,436%[activator],-4%,0%,-4%,0,-5%
CCCCN(C(=O)C1=COCCO1)c1c(N)n(CCCC)c(=O)[nH]c1=O,-1.0,6%,5,-22%,10%,-5%,1%,-9,-5%
CSCCC(NS(=O)(=O)c1ccccc1F)C(=O)NNC(=O)c1csc(N2CCOCC2)n1 (centres undefined),0.0,4%,0,10%,-1%,3%,1%,-2,-3%
C=CCSc1nnc(-c2ccccc2NC(=O)CC)c(=O)[nH]1,0.0,26%,5,0%,2%,1%,1%,-4,-4%
O=CNC(n1cnc2c(N3CCOCC3)ncnc21)C(Cl)(Cl)Cl (centres undefined),0.7,-4%,3,1%,6%,-1%,1%,0,-2%
CCOC(=O)C(=N/O)/C(C)=N/NC(=O)C(=O)Nc1cc(Cl)ccc1Cl,-1.4,4%,0,150%[activator],0%,2%,3%,-3,-3%
Cc1ccc2nc(NS(=O)(=O)c3ccc(Cl)cc3)c(Nc3ccc(C(=O)O)cc3)nc2c1,-2.9,-14%,x,u,3%,-3%,4.5µM*,4,-2%
CCOc1cc(C#N)c(NC(=O)c2ccc(OC)c(S(=O)(=O)N3CCN(c4ccccc4)CC3)c2)cc1OCC,0.1,-23%,x,-4%,3%,x,x,2,x
CCC1Sc2ccccc2N(CC(=O)NC2CC2)C1=O (centres undefined),-0.5,7%,23,-14%,9%,1%,-2%,0,-4%
COc1ccc(-c2noc(CSc3nnc(CCc4ccccc4)n3-c3ccccc3)n2)cc1OC,0.3,-10%,-11,-29%,x,0%,7%,-4,-1%
Cc1ccc(-c2nc3nc(C)cc(N4CCN(c5cccc(C)c5C)CC4)n3n2)cc1,1.3,12%,x,-16%,3%,3%,1%,3,-3%

# An excerpt; count on the stated rates, not on these rows.
